Cycloheximide cs = affects cycloheximide protein synthesis inhibition readout, counter-screen; cell reporter, cycloheximide protein synthesis inhibition counterscreen; max response, %; 300,000 tested, 12% active; AID 2314; in the data active = max response mostly above about 13%, no sharp cut-off; inactive = mostly below about 14%; also: read at 38.3 µM for the half of the compounds with a filed dose; 0% is about no effect
TbPYK inhibitor = blocks Trypanosoma brucei pyruvate kinase. Q57TT1. TbPYK enzyme, Kinase-Glo Plus ATP luminescence, 45 min. Potency, µM (doses to about 76.8 µM), for inactives: at the highest dose activity, negative = inhibition, most hits filed as inhibitors. 410,000 tested, 0.12% active. AID 624173; also: potency is read from the fitted curve at half-maximal effect; % is scaled to controls: 0 for no effect and ±100 for the full control effect; nearly all actives have a fitted effect of over 50% in size
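Readout: single end-point luminescence (Kinase-Glo Plus, 10 min). Reaction conditions were TbPYK/substrate plus 130 uM ADP, 45 min at RT, pH 7.2 TEA buffer. No-enzyme wells served as controls, and data were normalized before concentration-response fitting.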
Shiga toxin inh = Shiga toxin inhibition; AID 2315; Vero cells, Shiga toxin protein synthesis inhibition reporter; inhibition, % at 38.7 µM; 290,000 tested, 9.2% active; in the data active = inhibition mostly above about 28%, no sharp cut-off; inactive = mostly below about 43%; also: 0% is about no effect
LmPK inh = inhibitors of Leishmania mexicana pyruvate kinase; Q27686; purified LmPK, Kinase-Glo ATP luminescence, 1 h; Potency, µM (titrated, usually from 57.5 µM), for inactives: at the top dose activity change, negative = inhibition, most hits filed as inhibitors; 290,000 tested, 0.37% active; also: potency is read from the fitted curve at half-maximal effect; % is scaled to controls: 0 for no effect and ±100 for the full control effect
Target sequence (Q27686 whole entry, looked up): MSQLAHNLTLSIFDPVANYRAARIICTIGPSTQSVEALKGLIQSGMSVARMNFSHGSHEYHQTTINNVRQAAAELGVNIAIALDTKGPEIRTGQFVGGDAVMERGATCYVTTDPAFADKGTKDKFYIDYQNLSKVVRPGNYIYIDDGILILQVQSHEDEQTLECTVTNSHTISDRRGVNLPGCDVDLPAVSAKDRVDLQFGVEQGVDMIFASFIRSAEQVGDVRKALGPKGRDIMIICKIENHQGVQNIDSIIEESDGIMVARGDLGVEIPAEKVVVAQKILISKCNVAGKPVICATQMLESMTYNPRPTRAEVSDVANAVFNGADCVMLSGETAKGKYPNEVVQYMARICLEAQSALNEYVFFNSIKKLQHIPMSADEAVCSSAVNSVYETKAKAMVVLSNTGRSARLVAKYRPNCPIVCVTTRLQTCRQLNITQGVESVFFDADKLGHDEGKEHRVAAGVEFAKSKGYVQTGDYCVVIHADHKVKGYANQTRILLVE
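qHTS format; LmPK 0.1 nM; substrates PEP 0.5 mM and ADP 0.1 mM. One-hour room-temperature incubation, then coupled luciferase luminescence; 0.5 nM enzyme wells mark activation.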
Pf growth 96h = P. falciparum growth inhibition at 96 hours. P. falciparum luciferase reporter growth, 96 h. Potency, µM (titrated, usually from 28.7 µM), for the others: top-dose activity change, negative = inhibition, usual class: inhibitors. 320,000 tested, 6.9% active. AID 504834; also: potency is read from the fitted curve at half-maximal effect; % is scaled to controls: 0 for no effect and ±100 for the full control effect
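P. falciparum expressing integrated firefly luciferase grown in erythrocytes (2% hematocrit, 0.05% parasitemia final) with compounds for 96 hours at 37 C, 5% CO2. Growth inhibition read as loss of luminescence after adding luciferase detection reagent.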
Pf growth 48h = inhibits P. falciparum growth in the first generation, 48 h; 310,000 tested, 5.9% active; P. falciparum luciferase growth in erythrocytes, 48 h; Potency, µM (series often up to 28.7 µM), for inactives: at the highest dose activity change, negative = inhibition, most hits filed as inhibitors; AID 504832; also: potency is read from the fitted curve at half-maximal effect; % is scaled to controls: 0 for no effect and ±100 for the full control effect
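Read-out is firefly luciferase luminescence from an integrated reporter in P. falciparum, so falling signal marks reduced parasite growth. Infected erythrocytes were at 2% hematocrit and 0.1% parasitemia (final) in Albumax-supplemented RPMI 1640.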
HCV inhibitor = HCV inhibition | Huh7.5.1 HCVcc-Cre infection, luciferase reporter, 44 h | Potency, µM (highest dose often 41.8 µM), inactives show at the highest dose activity change, negative = inhibition, actives largely listed as inhibitors | 340,000 tested, 3.4% active | AID 651820; also: potency is read from the fitted curve at half-maximal effect; % is scaled to controls: 0 for no effect and ±100 for the full control effect
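Reporter virus HCVcc-Cre (~0.5 moi) infects cells exposed to compound; seeding density 1,000 cells/well with 4 h settling beforehand. Luminescence, 15 sec read, taken 44 h post-infection following a 15 min RT substrate incubation.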
* hit, by the source's call; ? = inconclusive; · = not tested or not shown; [ ] = dose if it differs, or a comment. Unless noted, calls follow the shape of the dose curve; as a rule, active = well fitted curve in the direction sought with a large enough effect; inconclusive = small, poorly fitted or top-dose-only effect, or another doubt; inactive = no such curve, though single readings can be large; an effect the other way counts as inactive or inconclusive.

SMILES	Cycloheximide cs	TbPYK inhibitor	Shiga toxin inh	LmPK inh	Pf growth 96h	Pf growth 48h	HCV inhibitor
Cc1ccc(Cl)c2sc(NC(=O)C3CC3)nc12	-1	0%	22	1%	18%	-2%	12%
CC(C)CC(NC(=O)c1ccccc1)C(=O)N/N=C/c1ccco1 (configuration not stated)	-1	-8%	14	16%	3%	-3%	-4%
O=C(O)CSc1ncn[nH]1	-3	1%	-19	-9%	20%	-22%	25%
COc1ccc2[nH]c3c(=O)n(CCCN4CCOCC4)cnc3c2c1	-1	2%	33	-4%	20%	24%	15%
O=C(NC1CC1)C1C2C3C4CC5C3C5C4C12 (configuration not stated)	7	-6%	-6	0%	7%	5.9µM*	17%
CCOC(=O)CNC(=S)N(Cc1ccccc1)Cc1cccs1	10	3%	-3	-3%	?	-11%	11%
Cc1ccccc1Cn1c(CN2CCc3ccccc3C2)nc2c1c(=O)n(C)c(=O)n2C	-5	1%	-9	6%	?	13µM*	?
O=C(NCCc1c[nH]c2ccccc12)c1cccc(S(=O)(=O)Nc2ccccc2Cl)c1	-3	-11%	-4	-2%	?	5%	9%
NC(=O)COc1c(-c2ccc(Br)o2)oc2ccccc2c1=O	-1	1%	-4	-1%	52%[activator]	4%	-3%
O=c1ccc2cc(S(=O)(=O)N3CCN(c4ccccc4)CC3)ccc2[nH]1	-1	4%	-3	-1%	21%	40%[activator]	11%
CC(=O)c1cccc(NC(=O)C2C3C=CC(C3=C(c3ccccc3)c3ccccc3)C2C(=O)O)c1 (configuration not stated)	11*	6%	47	0%	?	-29%	9%
CCOc1ccc(-n2c(=O)c3sccc3n(CC(=O)NCc3ccco3)c2=O)cc1	2	-12%	14	3%	31%[activator]	41%[activator]	-15%
CC1(C)CCc2cc(CN3CCN(c4ccccn4)CC3)ccc2O1	-3	4%	2	-8%	4%	-1%	-6%
COc1ccc(CCC(=O)OCC(=O)N(C)c2c(N)n(Cc3ccccc3)c(=O)[nH]c2=O)cc1	·	-13%	·	·	6%	?	?
COc1ccc(S(=O)(=O)NCc2cccnc2)cc1NC(=O)c1ccc(Cl)cc1	·	9%	·	·	?	?	-6%
C/C(=N/NS(=O)(=O)c1ccc(Cl)cc1)c1ccncc1	-1	-5%	-6	1%	?	19%	7%
COc1ccc(Cn2c3nc4ccccc4nc3c3c(=O)n(Cc4ccco4)cnc32)cc1	11	·	33	-5%	1%	9.3µM*	?
O=C(NCc1cccnc1)c1cccc(NC(=O)c2ccco2)c1	-4	10%	1	-1%	·	13%	3%
Cn1c(=O)c(C(=O)CN2CCCCC2)c(N)n(Cc2ccccc2)c1=O	0	3%	-2	8%	0%	-18%	12%
COc1cc(C(c2c(C)[nH][nH]c2=O)c2c(C)[nH][nH]c2=O)ccc1OS(=O)(=O)c1ccc(C)cc1	-1	-1%	-4	-3%	·	·	3%
COc1ccc(NC(=O)CN(C)C(=O)C2=NN(c3ccccc3)C(=O)CC2)cc1	·	1%	·	·	7%	?	9%
CC1(C)CC(=O)c2sc(NS(=O)(=O)Cc3ccccc3)nc2C1	27*	-18%	41*	8%	2%	30%	5%
O=C1CCCN1CCCNc1ccc2nnc(CCC(=O)N3CCN(c4ccccc4)CC3)n2n1	-6	1%	-10	-1%	72%[activator]	11%	1%
O=C(CSc1ccccc1)Nc1ccc(S(=O)(=O)Nc2ncccn2)cc1	1	-1%	24	-5%	107%[activator]	?	9%
O=C(O)c1ccc(N/N=C/c2cccc(C(F)(F)F)c2)cc1	55*	-4%	84*	-3%	-22%	252%[activator]	4%

Following part
SMILES	Cycloheximide cs	TbPYK inhibitor	Shiga toxin inh	LmPK inh	Pf growth 96h	Pf growth 48h	HCV inhibitor
Cc1ccnc(SC2CC(=O)N(c3ccc(Cl)cc3)C2=O)n1 (configuration not stated)	-3	-9%	-6	0%	-13%	4%	7%
Cc1cccc(C)c1-n1c(SCC(=O)NCc2ccco2)nc2ccccc2c1=O	2	-15%	-3	-4%	?	-14%	0%
Cc1nc2ccccc2c(C)c1CC(=O)N(C)CC(=O)Nc1cccc(F)c1	·	-1%	·	·	?	?	?
COc1ccc(CCNC(=O)CCCCCNc2nc(=S)[nH]c3ccccc23)cc1OC	4	1%	-3	3%	10µM*	?	11µM*
Cc1cc(NC(=O)CS(=O)(=O)Cc2ccccc2)no1	-3	3%	-2	4%	-1%	8%	21%
COc1ccc(OCC(=O)N2CCN(S(=O)(=O)c3ccc(Cl)cc3)CC2)cc1	-2	0%	-29	-5%	·	-3%	11%
CCN(CC)CCN1C(=O)C(=O)/C(=C(/O)c2ccc(OC(C)C)cc2)C1c1ccncc1 (configuration not stated)	-1	2%	-11	5%	15µM*	·	15%
CC(C)(C)NC(=O)NC(=O)CN1CCN(Cc2ccccc2)CC1	-2	-1%	-7	6%	13%	-9%	-2%
CC(C)CC(=O)Nc1nnc(CCc2ccccc2)s1	10	-10%	3	-3%	-1%	35%[activator]	3%
COc1cccc(N2CCN(c3ccc4nnc(CCC(=O)Nc5ccccn5)n4n3)CC2)c1	1	-4%	-3	11%	?	-23%	5%
CCOC(=O)C1CCN(C(=O)Nc2ccc3nc(-c4ccco4)c(-c4ccco4)nc3c2)CC1	-2	?	39	-7%	?	10µM*	?
Cc1ccc(N2C(=O)N(CC(=O)C(C)(C)C)c3ccccc3S2(=O)=O)cc1	-2	·	-3	7%	?	?	·
CC(C(c1cccs1)c1c(N)n(C)c(=O)n(C)c1=O)[N+](=O)[O-] (configuration not stated)	-2	10%	-5	0%	?	?	-5%
CCOC(=O)c1cc(CC)sc1NC(=O)CC1Sc2ccc(C(F)(F)F)cc2NC1=O (configuration not stated)	-2	-26%	14	-5%	1%	-9%	23%
O=C1CC(c2ccccc2)CC(O)=C1C=NCCN1CCN(Cc2ccccc2)CC1 (configuration not stated)	-3	-1%	-10	1%	-13%	?	-6%
Cc1cc(C)cc(NC(=O)c2nnn(Cc3cc(C)ccc3C)c2N)c1	-3	-4%	14	1%	10µM*	?	?
FC(F)(F)c1cccc(NC(=S)N2CCN(c3ccccn3)CC2)c1	-4	-5%	-4	1%	61%[activator]	11%	13%
COc1ccc(C(=O)Nc2ccc(N3CCOCC3)cc2)cc1S(=O)(=O)N1CCOCC1	·	2%	·	·	9%	43%[activator]	?
Cc1ccc(C)c(S(=O)(=O)N2CCCOC2CNC(=O)C(=O)NCCC2=CCCCC2)c1 (configuration not stated)	-2	-9%	17	3%	-23%	-29%	-21%
COc1ccc(CCNc2ncnc3c2oc2ccccc23)cc1OC	-1	2%	-4	1%	2.9µM*	?	3.2µM*
CCOc1ccc(CNS(=O)(=O)c2c(C)nc3sccn3c2=O)cc1OC	-2	0%	-5	3%	-16%	3%	18%
COc1ccc(NS(=O)(=O)c2cc(NC(=O)c3ccco3)ccc2N2CCCCC2)cc1	8	-13%	17	-1%	9.3µM*	?	?
COc1cccc(C(=O)C2CCCN(Cc3cccc4c3OCO4)C2)c1 (configuration not stated)	2	-5%	4	1%	?	-7%	-12%
Cc1cc(C(=O)OCC(=O)NCc2ccc(Cl)cc2Cl)c(C)o1	·	1%	·	·	10%	-17%	0%
O=C(/C=C/c1cccs1)c1ccc(Br)cc1	40*	-4%	31	-10%	?	-12%	16%

Six structures from above, sorted by SMILES length, smallest number first.
SMILES	Cycloheximide cs	TbPYK inhibitor	Shiga toxin inh	LmPK inh	Pf growth 96h	Pf growth 48h	HCV inhibitor
CC(C)(C)NC(=O)NC(=O)CN1CCN(Cc2ccccc2)CC1	-2	-1%	-7	6%	13%	-9%	-2%
Cc1cc(C(=O)OCC(=O)NCc2ccc(Cl)cc2Cl)c(C)o1	·	1%	·	·	10%	-17%	0%
Cc1nc2ccccc2c(C)c1CC(=O)N(C)CC(=O)Nc1cccc(F)c1	·	-1%	·	·	?	?	?
Cc1cccc(C)c1-n1c(SCC(=O)NCc2ccco2)nc2ccccc2c1=O	2	-15%	-3	-4%	?	-14%	0%
Cc1ccc(N2C(=O)N(CC(=O)C(C)(C)C)c3ccccc3S2(=O)=O)cc1	-2	·	-3	7%	?	?	·
Cc1ccc(C)c(S(=O)(=O)N2CCCOC2CNC(=O)C(=O)NCCC2=CCCCC2)c1 (configuration not stated)	-2	-9%	17	3%	-23%	-29%	-21%

Additional records:
SMILES	Cycloheximide cs	TbPYK inhibitor	Shiga toxin inh	LmPK inh	Pf growth 96h	Pf growth 48h	HCV inhibitor
COc1cccc(CNC(=O)CNC(=O)N2CC(=O)Nc3ccccc32)c1	-2	-4%	-3	0%	?	23%	4%
CC(=O)Nc1ccc(NC(=O)C2CCCCN2S(=O)(=O)c2ccc(C(C)(C)C)cc2)cc1 (configuration not stated)	-1	3%	3	3%	15%	?	?
CCCn1c(=O)c(C(=O)NCc2ccco2)c(O)c2ccccc21	4	10%	-2	2%	?	21%	-3%
Cc1cccc(C(=O)N/N=C/c2ccc(OCC(=O)N3CCCCC3)cc2)c1	4	-4%	23	-2%	-13%	?	-4%
CCCc1c(C(=O)N/N=C/c2ccccc2OCc2ccc(F)cc2)nnn1-c1nonc1N	-5	5%	-3	11%	17%	3%	-20%
CCOc1cc2[nH]c(=S)n(CCCCC(=O)NCc3ccco3)c(=O)c2cc1OCC	-1	-3%	11	0%	6%	-8%	7%
Cc1ccc2oc(=O)n(CC(=O)c3ccc(F)cc3)c2c1	0	1%	-5	3%	3%	39%[activator]	3%
CC(C)CN(C(=O)Cn1ccccc1=O)C1CCS(=O)(=O)C1 (configuration not stated)	·	4%	·	·	2%	-13%	1%
COC(=O)c1cc(S(=O)(=O)N2CCC(C(N)=O)CC2)oc1C	-4	-25%	-13	5%	5%	-1%	0%
O=C(c1cc(-c2ccco2)on1)N1CCCc2ccccc21	16*	-6%	105*	1%	-19%	51%[activator]	-5%
O=C(Nc1ccccc1N1CCN(c2ccccc2)CC1)C1CCCCC1	-2	-4%	-14	0%	?	4%	7%
CCCN1CCN(C(=O)Nc2ccc(OCC)cc2)CC1	-2	2%	-5	4%	-18%	29%	19%
COc1ccccc1N1CCN(S(=O)(=O)c2cc(-c3cc(C)no3)ccc2C(C)C)CC1	-6	-5%	-9	1%	12%	?	?
O=C(O)C(c1ccccc1)C1(O)CCCCC1 (configuration not stated)	-7	0%	-8	1%	38%	34%[activator]	7%
CC(=O)Nc1c(O)nc(SCC(=O)Nc2c(C)cccc2C)[nH]c1=O	-5	-1%	-3	5%	?	·	5%
CNc1ccccc1C(=O)OC(C)C(=O)Nc1ccc(S(=O)(=O)N2CCCC2)cc1 (configuration not stated)	0	2%	-9	0%	?	-22%	-17%
COC(=O)c1sc(NC(=O)c2ccc(C)o2)nc1C	47*	-16%	147*	?	?	230%[activator]	8%
CCCCCCCCNC(=O)c1cnsn1	-1	-15%	18	0%	-20%	1%	1%
Cc1noc(C)c1COC(=O)/C=C/c1ccccc1Cl	13	-16%	23	1%	-2%	43%[activator]	?
O=C1NC(=O)N(c2cccc(Cl)c2)C(=O)/C1=C\c1ccc(Sc2nc3ccccc3[nH]2)o1	-4	?	-12	-9%	20%	5%	30%[activator]
Cc1ccccc1OCC(=O)N/N=C/c1ccc(Sc2nc3ccccc3s2)o1	-4	0%	-20	14%	?	·	?
CC1(C)C2CCC1(CS(=O)(=O)N1CCOCC1)C(=O)C2 (configuration not stated)	-1	1%	-17	7%	·	3%	6%

Screening data: PubChem BioAssay, National Center for Advancing Translational Sciences (NCATS)
